Apoferritin bind: binds horse apoferritin like a general anesthetic; P02791; apoferritin/1-aminoanthracene competitive binding, fluorescence; Potency, µM (top dose mostly 77.5 µM), for the others: top-dose activity change, negative = displacement, usual class: inhibitors; actives 0.074% (n = 350,000); further: potency means the concentration at half of the fitted maximal effect; on the % scale 0 is the no-effect control and ±100 the full control effect; nearly all actives have a fitted effect of over 20% in size
Target sequence (P02791 2-175 limits assumed): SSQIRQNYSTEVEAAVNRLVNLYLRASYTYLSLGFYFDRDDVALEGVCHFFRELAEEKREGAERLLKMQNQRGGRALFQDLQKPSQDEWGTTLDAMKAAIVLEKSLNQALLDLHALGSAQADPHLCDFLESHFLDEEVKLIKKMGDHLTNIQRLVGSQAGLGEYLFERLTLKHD
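Apoferritin-based anesthetic binding model; compound displacement of fluorescent 1-AMA measured as endpoint fluorescence after 10 minutes at room temperature, scaled to free-ligand and complex controls.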
LDHA block: inhibitors of human lactate dehydrogenase A; purified LDHA, NADH/diaphorase-resazurin fluorescence; hits give low values; activity change, % (values are at about 110 or 230 µM); actives 0.15% (n = 480,000); in the data active means activity change below about -30%; inconclusive means mostly about -25% to -30%;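 further: plate controls were DMSO wells for no effect and wells without enzyme for full effect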
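Human LDH5 (2 nM) was incubated with 0.06 mM NADH and 0.2 mM pyruvate for 5 min at room temperature in Tris pH 7.4. Remaining NADH was coupled through diaphorase/resazurin, and resorufin fluorescence was read at 0 and 20 min.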
ERG-DNA inh: inhibitors of human ERG Ets domain-DNA interaction. actives 0.028% (n = 370,000). AID 624246. P11308. fluorescence polarization, His-ERG Ets domain / labelled DNA. Potency, µM (series often up to 76.9 µM), inactives show at the top dose FP activity, negative = inhibition, most hits filed as inhibitors; active means well fitted inhibition curve with a large enough effect in the polarisation, with a control signal flat; inconclusive means small, poorly fitted or top-dose-only effect, or effect the other way, or a change in a side signal; inactive means no such curve, though single readings can be large or run the other way; the % refers to the polarisation;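 further: polarization taken with two DNA probes labelled with fluorescein and Texas red; potency means the concentration at half of the fitted maximal effect; % of control where 0% means no effect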
Target sequence (P11308 whole entry, looked up, the tested form may be a part): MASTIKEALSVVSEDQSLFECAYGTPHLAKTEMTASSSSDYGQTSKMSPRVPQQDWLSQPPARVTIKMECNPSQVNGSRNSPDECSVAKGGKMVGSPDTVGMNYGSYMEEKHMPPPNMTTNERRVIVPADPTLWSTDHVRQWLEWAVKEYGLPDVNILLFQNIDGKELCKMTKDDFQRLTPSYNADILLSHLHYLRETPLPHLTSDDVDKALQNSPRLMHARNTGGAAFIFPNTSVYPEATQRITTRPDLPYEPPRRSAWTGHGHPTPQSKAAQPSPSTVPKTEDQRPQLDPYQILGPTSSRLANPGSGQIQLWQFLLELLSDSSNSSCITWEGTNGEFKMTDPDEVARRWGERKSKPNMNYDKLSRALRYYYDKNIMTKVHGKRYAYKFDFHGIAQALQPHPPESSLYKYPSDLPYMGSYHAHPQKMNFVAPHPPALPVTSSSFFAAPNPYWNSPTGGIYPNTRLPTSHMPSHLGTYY
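His-tagged ERG Ets domain (1 uM in the protein solution; 300mM KCl, 50mM Tris-HCl, 1mM EDTA, 1mM DTT, pH 7.5) received compound, then a probe mix of 5 nM fluorescein-DNA and 100nM Texas-615-DNA. Fluorescence polarization was read for both dyes.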
Pol kappa inh: DNA polymerase kappa (human) inhibition | Q9UBT6 | purified Pol kappa, fluorescent DNA synthesis assay, 10 min | Potency, µM (titrated, usually from 107 µM), for the others: top-dose activity, negative = inhibition, hits mostly inhibitors | actives 0.53% (n = 400,000) | AID 588579; further: potency means the concentration at half of the fitted maximal effect; on the % scale 0 is the no-effect control and ±100 the full control effect
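Here, compound and 10 nM enzyme are combined for 15 min at room temperature; adding 50 nM substrate (final) starts DNA synthesis, tracked by fluorescence at 0 and 10 min against buffer-only wells.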
POLH inh: inhibitors of human DNA polymerase eta; Q9Y253; recombinant Pol eta, fluorescent DNA replication assay; Potency, µM (titrated, usually from 114 µM), inactives show at the top dose activity change, negative = inhibition, actives largely listed as inhibitors; actives 1.2% (n = 390,000); AID 588591; further: potency means the concentration at half of the fitted maximal effect; on the % scale 0 is the no-effect control and ±100 the full control effect
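Pol eta at 10 nM preincubated with compounds 15 min at room temperature; reaction started with fluorescent substrate (50 nM final) and read kinetically at 0 and 10 min.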
APE1 inh: APE1 (human) endonuclease inhibition. P27695. recombinant APE1, TAMRA/BHQ-2 abasic DNA cleavage fluorescence. Potency, µM (doses to about 65.8 µM), for inactives: top-dose activity change, negative = inhibition, most hits filed as inhibitors. actives 0.35% (n = 350,000);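 further: potency means the concentration at half of the fitted maximal effect; plate controls were vehicle for no effect and reference inhibitor for full effect; nearly all actives have a fitted effect of over 55% in size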
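Compound pre-exposure to 0.75 nM APE1, 15 min at ambient temperature. Reaction initiated with 50 nM TAMRA/BHQ-2 THF substrate, read immediately in kinetic mode, 525 nm excitation, 598 nm emission.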
Pol beta inh: inhibitors of human DNA polymerase beta | AID 485314 | Potency, µM (top dose mostly 114 µM), inactives show at the top dose activity change, negative = inhibition, usual class: inhibitors | P06746 | actives 1.3% (n = 340,000) | Pol beta primer extension/strand displacement, fluorescence kinetic; further: potency means the concentration at half of the fitted maximal effect; on the % scale 0 is the no-effect control and ±100 the full control effect
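Values derive from four-parameter Hill fits of normalized kinetic data: reads at 0 and 10 min following addition of 50 nM substrate to 10 nM Pol beta preincubated 15 min with compound.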
RGS4 inh: inhibitors of human regulator of G protein signaling 4; Transcreener GDP fluorescence polarization, RGS4-accelerated GTP hydrolysis; Potency, µM (titrated, usually from 114 µM), inactives show at the highest dose activity change, negative = inhibition, most hits filed as inhibitors; actives 0.039% (n = 390,000); AID 504845; further: potency means the concentration at half of the fitted maximal effect; on the % scale 0 is the no-effect control and ±100 the full control effect; nearly all actives have a fitted effect of over 75% in size; some results filed as inactive show a strong effect at the top dose
Target sequence (P49798 whole entry, looked up): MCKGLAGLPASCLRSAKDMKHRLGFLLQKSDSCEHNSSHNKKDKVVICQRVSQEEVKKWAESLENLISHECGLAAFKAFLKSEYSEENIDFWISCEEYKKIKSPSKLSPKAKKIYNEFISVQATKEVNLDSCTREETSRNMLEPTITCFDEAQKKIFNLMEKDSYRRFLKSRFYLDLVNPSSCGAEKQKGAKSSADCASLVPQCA
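MLSMR compounds (23 nl, pin-transferred) preincubated 10 min at room temperature with a 500nM (2x) first reagent, then RGS4 at 900nM (2x) plus Transcreener GDP mix added; fluorescence polarization (620/688 nm) read before and after 90 min at 30 °C.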
12-LOX inh: inhibitors of human 12S-lipoxygenase ALOX12; purified 12hLO, xylenol orange hydroperoxide absorbance; Potency, µM (series often up to 108 µM), for inactives: at the highest dose activity change, negative = inhibition, hits mostly inhibitors; actives 1.1% (n = 580,000); further: potency means the concentration at half of the fitted maximal effect; on the % scale 0 is the no-effect control and ±100 the full control effect
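Hydroperoxide product was detected by ferrous iron/xylenol orange as the 573 to 405 nm absorbance ratio. Arachidonic acid at 40 uM (final) was turned over for 30 min at room temperature by 150 nM human 12hLO, pH 7.0 Hepes buffer, after 15 min compound preincubation.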
Starred values were filed as active, the others as inactive; i = inactive; ? = inconclusive; / = no result given; & = joins results of further samples; [ ] = another dose, or the depositor's remark. Unless noted, the call rests on the fitted dose curve; in most records, active means well fitted curve in the direction sought with a large enough effect; inconclusive means small, poorly fitted or top-dose-only effect, or another doubt; inactive means no such curve, though single readings can be large; an effect the other way counts as inactive or inconclusive.

SMILES | Apoferritin bind | LDHA block | ERG-DNA inh | Pol kappa inh | POLH inh | APE1 inh | Pol beta inh | RGS4 inh | 12-LOX inh
COC(=O)c1[nH]c(C)c(/C(O)=C2\C(=O)C(=O)N(CCN(C)C)C2c2ccco2)c1C (centres undefined) | 2.4% | 9.6 | 1.0% | -1.3% | -9.9% | 18.0% | 45.8% | -29.7% | -14.9%
CCOc1ccc(NC(=O)NC2CCS(=O)(=O)C2)cc1 (centres undefined) | 23.1% | -5.0 | -2.3% | 6.6% | -20.8% | -9.4% | 16.6% | 4.2% | -7.6%
Cc1ccc(C(=O)OCn2ncc(Cl)c(Cl)c2=O)cc1 | ? | 2.4 | 7.9% | -7.3% | -22.5% | -6.9% | -1.2% | -9.4% | 0.0%
CC1CCCCC1NC(=O)/C(C#N)=C/c1ccccc1F (centres undefined) | -20.0% | -3.3 | -2.9% | -5.0% | -27.0% | 2.0% | 1.9% | ? | -8.6%
O=C(NCCc1c[nH]c2ccccc12)c1cc2sccc2n1Cc1ccccc1 | 3.3% | -11.6 | 4.8% | -13.3% | -1.6% | -7.2% | 1.8% | -40.1% | -17.8%
COc1ccc(-n2c(SCC(=O)N3CCCCC3)nc3ccccc3c2=O)cc1 | 5.2% | -3.7 | 7.8% | -19.6% | -16.7% | -2.6% | 28.4% | 9.1% | 9.5%
COC(=O)C(C)(C)ONC(=O)Nc1ccccc1[N+](=O)[O-] | ? | -7.4 | 10.8% | 0.4% | -23.6% | -1.3% | 21.8% | -5.3% | -2.4%
Cc1cc(C(=O)COC(=O)C2CC2)c(C)n1-c1ccc(F)cc1 | -12.0% | 2.1 | -1.1% | -8.8% | -10.8% | -9.2% | 20.2% | -13.3% | 6.8%
CCOC(=O)c1c(NC(=O)Cn2nc(C(=O)O)c3ccccc3c2=O)sc(C)c1C | 6.8% | -7.7 | 38.1%[activator] | -20.8% | -13.5% | -0.6% | -0.5% | 9.1% | ?
Cc1ccccc1NC(=S)Nc1ccc2cn[nH]c2c1 | -1.3% | 6.0 | 6.1% | -11.5% | -16.3% | 3.8% | 28.8% | -31.7% | -11.0%
O=C(Nc1cccnc1Cl)c1cc2c(s1)-c1ccccc1OC2 | 8.0% | -2.2 | -10.8% | -0.3% | -22.9% | -5.5% | -0.2% | 0.9% | -28.1%
CC(C)C(NC(=O)c1ccc(C(C)(C)C)cc1)C(=O)N1CCCC1 (centres undefined) | 6.9% | 0.9 | -0.1% | 8.0% | -17.6% | 19.3% | -11.4% | 0.8% | 13.1%

Laid out differently: results already given
Every second line gives: Apoferritin bind | LDHA block | ERG-DNA inh | Pol kappa inh | POLH inh | APE1 inh | Pol beta inh | RGS4 inh | 12-LOX inh
Cc1cc(C(=O)COC(=O)C2CC2)c(C)n1-c1ccc(F)cc1
 : -12.0% | 2.1 | -1.1% | -8.8% | -10.8% | -9.2% | 20.2% | -13.3% | 6.8%
Cc1ccccc1NC(=S)Nc1ccc2cn[nH]c2c1
 : -1.3% | 6.0 | 6.1% | -11.5% | -16.3% | 3.8% | 28.8% | -31.7% | -11.0%

Continuation:
SMILES | Apoferritin bind | LDHA block | ERG-DNA inh | Pol kappa inh | POLH inh | APE1 inh | Pol beta inh | RGS4 inh | 12-LOX inh
CCc1ccc(S(=O)(=O)c2nnn3c2nc(NC(C)C)c2sccc23)cc1 | -19.9% | 3.9 | -0.1% | 3.8% | -9.7% | / | ? | 9.4% | 0.0%
COc1ccc(C2CC(=O)C3=C(C2)Nc2ccccc2N(C(=O)CCC(=O)O)C3c2ccc(F)cc2)cc1 (centres undefined) | 34.3% | -1.2 | 6.2% | -0.7% | -3.9% | 7.6% | 50.4% | -4.2%[56.9 µM] | 0.0%
O=C(CCl)NCc1cc(-c2ccc(Cl)cc2)no1 | -17.0% | -3.2 | -14.5% | 4.8% | -20.1% | 0.8% | -25.6% | -11.0% | -11.4%
CC(C)c1ccc(CNn2cnnc2)cc1 | -23.0% | -8.1 | 8.8% | -1.0% | -18.6% | 4.6% | 49.3% | -53.8%[56.9 µM] | ?
CN1C(C(=O)Nc2ccccn2)=C(O)c2sc(Cl)cc2S1(=O)=O | -15.1% | -10.6 | -17.1% | -10.2% | -0.2% | 16.4% | ? | -0.4% | -11.9%
Cc1cc(C)c(NC(=O)c2ccc3nccnc3c2)c(C)c1 | / | -6.2 | -3.4% | -0.3% | -18.8% | 13.1% | / | -1.4% | 0.7%
COc1cccc(NS(=O)(=O)c2ccc(-c3coc(C)n3)cc2)c1 | -8.4% | -16.7 | 9.3% | -7.8% | 4.4% | -2.4% | 19.0% | 31.2% | -5.3%
COc1ccc(OCC(=O)OCC(=O)NCc2ccc(F)cc2)cc1 | -0.7% | -6.0 | 2.1% | -17.6% | -8.1% | 3.2% | 15.7% | 31.6% | -19.8%
CCOC(=O)C1(CCCc2ccccc2)CCN(C(=O)COC)CC1 | -7.9% | -6.9 | -11.8% | -15.4% | -17.5% | -2.7% | 24.0% | 17.6% | 0.4%
Cc1nn(Cc2ccc(Cl)cc2)c(C)c1NC(=O)c1ccc([N+](=O)[O-])cc1 | 0.6% | -8.9 | -5.4% | 0.7% | -19.1% | -3.1% | 0.2%[57.1 µM] | 3.8% | 8.5%
O=C(CNC(=O)c1ccccc1F)OCc1cc(=O)n2nc(C3CCCCC3)sc2n1 | ? | -1.7 | -1.0% | -0.9% | -16.5% | / | 16.4% | -4.3% | -17.8%
Cc1nc2ccccc2c(=O)n1/N=C/c1ccco1 | -1.6% | -4.6 | -2.2% | -12.4% | -5.2% | -1.5% | 26.0% | 24.8% | 31.2%
COc1ccc(CNC(=O)Cn2nc(C)c3c(C)n(-c4ccc(C)cc4)nc3c2=O)cc1OC | 6.3% | -11.9 | -7.2% | -14.7% | 0.8% | -28.0% | ? | -30.4% | 9.9%
O=C(NCc1cccc(F)c1F)C1CCC(=O)N(C2CCCCCC2)C1 (centres undefined) | -5.0% | -3.4 | 9.0% | -1.4% | -17.4% | -0.5% | 8.7% | 24.2% | 17.0%
CC(=O)N1CCN(c2ccc(NCc3ccc4c(c3)OCO4)cc2)CC1 | 4.7% | 20.5&15.0 | -7.6% | -1.2% | ? | ? | -6.3% | ? | -12.5%
CCN1C(=O)N[C@@H](CCc2ccccc2)[C@H](C(C)=O)[C@H]1C | / | -12.3 | 2.8% | 1.8% | -15.9% | -4.2%[12.4 µM] | / | 13.6% | ?
Cc1ccc(S(=O)(=O)Cc2ccc(C(=O)NC3CCCC3)o2)cc1 | -5.3% | -5.1 | -1.1% | -27.0% | ? | 0.6% | -25.9% | -15.2% | -11.9%
C=CCC(=O)N1CCCC(CCC(=O)NCc2ccccc2F)C1 (centres undefined) | -12.9% | -0.7 | -0.5% | -8.2% | -9.2% | 5.4% | 8.5% | 6.7% | 6.8%
COc1ccc(C2C(C#N)=C(N)OC3=C2C(=O)CC(C)(C)C3)cc1 (centres undefined) | -7.9% | -1.6 | -0.4% | 2.8% | -18.4% | -3.3% | -5.1% | 4.6% | -10.5%
Cc1ccc(-n2cc(C(=O)c3ccc(F)cc3)nn2)cc1Cl | -3.2% | -5.7 | 2.7% | -6.9% | -3.2% | -4.4% | 13.1% | -16.6% | -3.5%
COc1ccccc1C(=O)Nc1nc2ccc(S(=O)(=O)N3CCCC3)cc2s1 | 2.6% | 3.5 | -5.0% | 1.3%[60.1 µM] | -0.1% | / | 42.0% | 13.6% | -22.4%
Cc1cc(C)cc(Nc2cnn(C34CC5CC(CC(CC(=O)O)(C5)C3)C4)c(=O)c2Cl)c1 | -19.5% | -9.9 | / | -10.0% | -5.0% | 6.4% | 37.4% | 26.5% | 0.4%
Cn1nc(C(=O)N2CCCCC2)c2c1-c1ccccc1S(=O)(=O)C2 | 1.5% | -1.7 | -0.2% | 19.6% | -7.9% | 10.7% | 23.3% | -23.5%[56.9 µM] | 8.0%
CN(CC(=O)Nc1ccccc1Cl)C(=O)COC(=O)C1CCN(c2ccc(C(F)(F)F)cn2)CC1 | / | -2.0 | 1.0% | -9.6% | -10.0% | -4.8% | / | -1.6% | -18.6%
C[N+](C)(C)C(Cc1ccccc1)C(=O)[O-] (centres undefined) | -0.1% | 3.2 | 1.2% | -19.4% | -8.8% | ? | ? | -5.6% | -22.2%
O=C1CCCc2[nH]nc(-c3cccnc3)c21 | -3.7% | 1.2 | -7.7% | -8.2% | -13.1% | 0.0% | -20.7% | -1.5% | -11.9%
COc1ccc(CN2CCN(C3CCC3)CC2CCO)c(F)c1 (centres undefined) | -4.8% | -0.4 | -3.9% | -6.7% | 1.1% | -7.3% | 53.3% | 19.0% | -37.1%
C=CCNC(=O)c1oc2ccc(S(=O)(=O)N(CC)CC)cc2c1C | ? | 3.7 | 1.6% | ? | ? | -3.5% | 4.0% | -17.9% | 24.0%
N#C/C(=C\c1ccc(O)c(O)c1)C(N)=O | 0.3% | / | / | 10µM* | / | ? | / | i | -9.5%&0.0%
CCN(C(=O)c1cccc(S(=O)(=O)N2CCCCC2)c1)C1CCS(=O)(=O)C1 (centres undefined) | / | 0.4 | 14.6% | -8.4% | -14.0% | 34.6% | / | -9.0% | 1.0%
CCOc1ccc(N(C)S(=O)(=O)c2ccc(-c3ccc(=O)[nH]n3)s2)cc1 | -19.0% | -0.7 | 2.0% | -34.9% | 20.8% | 39.7% | -15.3% | 23.3%[11.4 µM] | -12.7%
CC(NS(=O)(=O)c1cccc(C(=O)N(C)Cc2ccc(N3CCOCC3)cc2)c1)c1ccccc1 (centres undefined) | / | 1.0 | -9.3% | -5.3% | -14.5% | / | / | 3.0% | 16.4%

Screening results from PubChem.

Not all compounds are listed; rates above refer to the full screens.
